High-throughput results: PubChem, National Center for Advancing Translational Sciences (NCATS)
PI4K2A block: PI4K2A (human) kinase inhibition | Q9BTU6 | purified PI4K2A, ADP-Glo luminescence, 1 h; active compounds read low | activity change, negative = inhibition, % at 76.9 µM | 420,000 tested, 0.13% active; in the data active = activity change below about -50%; inconclusive = mostly about -30% to -49%;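 note: -100% = wells without enzyme as full effect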
Target sequence (Q9BTU6 whole entry, looked up): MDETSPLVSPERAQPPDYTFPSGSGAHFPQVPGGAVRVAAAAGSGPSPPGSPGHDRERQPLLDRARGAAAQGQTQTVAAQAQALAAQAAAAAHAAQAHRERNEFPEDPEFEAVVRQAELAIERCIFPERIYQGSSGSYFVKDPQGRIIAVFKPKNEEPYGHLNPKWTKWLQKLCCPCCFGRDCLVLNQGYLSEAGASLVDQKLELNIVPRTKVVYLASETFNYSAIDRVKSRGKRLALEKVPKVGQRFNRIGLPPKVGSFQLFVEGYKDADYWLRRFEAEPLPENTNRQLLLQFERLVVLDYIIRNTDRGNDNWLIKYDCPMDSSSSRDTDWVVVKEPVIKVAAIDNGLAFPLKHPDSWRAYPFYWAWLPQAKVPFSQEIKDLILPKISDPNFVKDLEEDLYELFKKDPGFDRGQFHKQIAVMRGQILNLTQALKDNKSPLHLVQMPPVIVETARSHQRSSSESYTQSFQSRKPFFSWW
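ADP-Glo luminescence measured ADP generated by PI4K2A enzyme (4 ug/mL before mixing) with 1.2 mM PI substrate (pre-mix) and 300 microM ATP (pre-mix). Tris pH7.5 buffer with MgCl2, Triton X-100; 1 h reaction at ambient temperature.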
HP1b binding inh: inhibitors of HP1-beta chromodomain binding to methylated histone tails. P83916. 390,000 tested, 0.56% active. AID 540317. AlphaScreen HP1-beta / biotin-H3K9me3 peptide binding. Potency, µM (series often up to 114 µM), for the others: top-dose activity change, negative = inhibition, actives largely listed as inhibitors; note: potency is the fitted concentration of half-maximal effect; nearly all actives have a fitted effect of over 70% in size; inactives centre near 23
Target sequence (P83916 whole entry, looked up): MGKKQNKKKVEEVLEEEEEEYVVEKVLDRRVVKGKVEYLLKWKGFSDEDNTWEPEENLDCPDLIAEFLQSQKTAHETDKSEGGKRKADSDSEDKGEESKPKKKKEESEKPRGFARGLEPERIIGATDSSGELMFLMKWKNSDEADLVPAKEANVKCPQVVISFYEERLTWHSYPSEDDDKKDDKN
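AlphaScreen: HP1-beta (50 nM) preformed 30 min with biotin-H3(1-18)K9me3 peptide (50 nM) in PBS pH 7.4, 0.01% Tween-20. Compound added for 30 min at RT, then streptavidin donor/nickel chelate acceptor beads (10 ug/mL) for 30 min.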
ERG-DNA inh: inhibitors of human ERG Ets domain-DNA interaction; 370,000 tested, 0.028% active; AID 624246; fluorescence polarization, His-ERG Ets domain / labelled DNA; P11308; Potency, µM (top dose mostly 76.9 µM), without a hit: at the top dose FP activity, negative = inhibition, usual class: inhibitors; active = well fitted inhibition curve with a large enough effect in the polarisation, with a control signal flat; inconclusive = small, poorly fitted or top-dose-only effect, or effect the other way, or a change in a side signal; inactive = no such curve, though single readings can be large or run the other way; the % refers to the polarisation;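 note: polarization taken with two DNA probes labelled with fluorescein and Texas red; potency is the fitted concentration of half-maximal effect; % of control where 0% means no effect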
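His-tagged ERG Ets domain (1 uM in the protein solution; 300mM KCl, 50mM Tris-HCl, 1mM EDTA, 1mM DTT, pH 7.5) received compound, then a probe mix of 5 nM fluorescein-DNA and 100nM Texas-615-DNA. Fluorescence polarization was read for both dyes.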
JMJD2A Tudor: JMJD2A Tudor domain (human) inhibition. AlphaScreen JMJD2A-Tudor / H3K4me3 peptide binding. Potency, µM (doses to about 114 µM), for inactives: at the highest dose activity change, negative = inhibition, actives largely listed as inhibitors. 390,000 tested, 4.4% active. AID 504339; note: potency is the fitted concentration of half-maximal effect; % is set by controls: 0 for no effect and ±100 for the full control effect; nearly all actives have a fitted effect of over 50% in size
G9a block: G9a (human) methyltransferase inhibition; Q96KQ7; G9a H3K9 monomethylation, AlphaScreen, 2 h; Potency, µM (titrated, usually from 102 µM), for inactives: at the highest dose activity, negative = inhibition, most hits filed as inhibitors; 350,000 tested, 8.8% active; note: potency is the fitted concentration of half-maximal effect; % is set by controls: 0 for no effect and ±100 for the full control effect; nearly all actives have a fitted effect of over 75% in size
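Signal arises when biotinylated H3K9 peptide, once monomethylated, bridges streptavidin donor and antibody-captured acceptor beads. Enzyme at 20 nM was preincubated 15 min with test compounds; peptide 500 nM and SAM 20 uM then reacted for 2 h.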
GLS inhibitor: glutaminase GLS (human) inhibition. GLS enzymatic activity, qHTS titration. Potency, µM (series often up to 45.5 µM), without a hit: top-dose activity change, negative = inhibition, most hits filed as inhibitors. 410,000 tested, 0.21% active. AID 624170; note: potency is the fitted concentration of half-maximal effect; % is set by controls: 0 for no effect and ±100 for the full control effect
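Coupled fluorescence readout: glutamate oxidase/HRP/Amplex Red detect glutamate formed by hKGA from L-glutamine (1 mM solution added). Buffer 45 mM KH2PO4 pH 8.2, 0.02% Tween-20; reads at t0 and 30 min RT.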
Pin1 inh: blocks the human prolyl isomerase Pin1; Q13526; Pin1 FP peptide displacement, HiFluor488, 10 min; AID 504891; 390,000 tested, 0.009% active; Potency, µM (doses to about 115 µM), for the others: at the top dose activity, negative = inhibition, most hits filed as inhibitors; active = well fitted inhibition curve with a large enough effect in the polarisation, with a control signal flat, not every such curve was filed as active; inconclusive = small, poorly fitted or top-dose-only effect, or effect the other way, or a change in a side signal; inactive = no such curve, though single readings can be large or run the other way; the % refers to the polarisation; note: potency is the fitted concentration of half-maximal effect; % is set by controls: 0 for no effect and ±100 for the full control effect
Target sequence (Q13526 whole entry, looked up): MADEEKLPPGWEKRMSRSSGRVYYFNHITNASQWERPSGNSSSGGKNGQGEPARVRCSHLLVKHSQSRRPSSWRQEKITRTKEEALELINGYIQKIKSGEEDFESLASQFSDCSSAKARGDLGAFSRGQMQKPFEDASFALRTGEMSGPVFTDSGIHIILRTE
BAZ2B inh: BAZ2B (human) inhibition; Q9UIF8; AlphaScreen BAZ2B-H3K14Ac peptide displacement; Potency, µM (doses to about 114 µM), for inactives: at the top dose activity change, negative = inhibition, hits mostly inhibitors; 360,000 tested, 4.4% active; note: potency is the fitted concentration of half-maximal effect; % is set by controls: 0 for no effect and ±100 for the full control effect; nearly all actives have a fitted effect of over 60% in size
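Compounds, titrated to a top concentration of 110 uM, were incubated 30 min at room temperature with preformed BAZ2B/acetyl-K14 H3 peptide complex (50 nM each). Proximity signal was measured by AlphaScreen after 20 min with beads.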
Tb PGK inh: inhibitors of T. brucei phosphoglycerate kinase | PGK/GAPDH coupled, Kinase-Glo luminescence, 60 min | P07378 | AID 602233 | Potency, µM (doses to about 57.5 µM), for inactives: at the highest dose activity change, negative = inhibition, actives largely listed as inhibitors | 380,000 tested, 0.043% active; note: potency is the fitted concentration of half-maximal effect; % is set by controls: 0 for no effect and ±100 for the full control effect; nearly all actives have a fitted effect of over 60% in size
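Recombinant glycosomal PGK reaction used 1,3-bisphosphoglycerate generated in-well by GAPDH (100nM final) in 100mM TEA pH 7.6, 5mM MgCl2, 0.01% Tween-20. After 60 minutes at room temperature, ATP was read by Kinase-Glo Plus luminescence end-point.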
Active calls of the source: *; i = inactive; ? = inconclusive; / = no result given; [ ] = remark or other dose. Unless noted, calls come from the whole dose curve; as a rule, active = well fitted curve in the direction sought with a large enough effect; inconclusive = small, poorly fitted or top-dose-only effect, or another doubt; inactive = no such curve, though single readings can be large; an effect the other way counts as inactive or inconclusive.

SMILES	PI4K2A block	HP1b binding inh	ERG-DNA inh	JMJD2A Tudor	G9a block	GLS inhibitor	Pin1 inh	BAZ2B inh	Tb PGK inh
Cc1ccc2nc(Cl)c3cc(C(=O)NC4CCCCCC4)sc3c2c1	-4	32%	-1%	-9%	17%[59 µM]	3%	-2%	6%	i
CCOC(=O)C1CCCN(C(=O)c2ccc(OCC)cc2)C1 (stereo unspecified)	-3	19%	-7%	-5%	47%	-7%	0%	22%	-5%
CCC(c1nnnn1Cc1ccco1)N(CCc1ccccc1)Cc1cc2cc(C)ccc2[nH]c1=O (stereo unspecified)	7	11%	-3%	-16%	40µM*	12%	9%	-34%	0%
CCc1nc2n[nH]c(N)c2c2c1CSC(C)(C)C2	-9	42%[activator]	5%	-6%[57.1 µM]	11%[59 µM]	15%	-1%	6%	i
CN(c1ccccc1C(=O)Nc1ccc(F)c(F)c1)S(C)(=O)=O	-1	33%	5%	-17%	?	7%	1%	-13%	6%
CC(=O)Nc1ccc(NC(=O)C(C)OC(=O)c2c(NC(C)=O)sc(C)c2C)cc1 (stereo unspecified)	1	12%	-5%	-1%	14%[12.7 µM]	1%	0%	-38%	0%
COc1ccc(N(CC(=O)O)S(C)(=O)=O)cc1OC	-4	22%	8%	-13%	15%[59 µM]	-2%	1%	9%	9%
N#Cc1ccc(-c2cccs2)nc1SCc1c(F)cccc1Cl	3	94%[activator]	0%	61%[activator]	48%[59 µM]	-5%	52%[activator]	6%	i
CCn1nc(C)cc1C(=O)Sc1ccc(Cl)cc1Cl	15	140%[activator]	-10%	84%[activator]	107%[activator]	0%	-2%	59%[activator]	4%
CS(=O)(=O)N1CCc2cc(C(=O)Nc3cccc([N+](=O)[O-])c3)ccc21	3	39%	-11%	-14%	-7%	-2%	-2%	-2%	3%
O=c1sc(Nc2ccccc2)nc2ccccc12	-1	44%[activator]	-9%	3%	-28%	-7%	-1%	-13%	1%
CC(C)(C)N(Cc1ccccc1)C(=O)CCc1ccccc1	2	117%[activator]	1%	75%[activator]	/	0%	?	39%[activator]	5%
COC(=O)c1sccc1-n1cccc1C(=O)C(=O)N1CCOCC1	6	40%[activator]	4%	-11%	-3%	-4%	-11%	-33%	i
CCN(CC)S(=O)(=O)c1cccc(C(=O)OCC(=O)Nc2ccccc2OC(F)F)c1	-8	19%	7%	5%	0%[12.7 µM]	1%	-10%	-3%	i
COc1cccc(/C=N/NC(=O)c2nc(-c3ccccc3)cc(-c3ccccc3)n2)c1	-2	22%	-10%	-16%	2%	0%	21%	-2%	i
CCOC(=O)C1CCN(Cc2cn[nH]c2-c2ccccc2)CC1	6	?	4%	3.2µM*	7.9µM*	-5%	2%	?	1%
COc1ccc(NS(=O)(=O)c2cc(-c3nnnn3C)ccc2OC)cc1	-2	38%	-11%	-7%	28%[12.7 µM]	-2%	-2%	2%	-1%
COc1ccc(NC(=O)C2CCCN(S(=O)(=O)c3cccc4cccnc34)C2)c(OC)c1 (stereo unspecified)	6	48%[activator]	-4%	-23%	7%	2%	-1%	-6%	-4%
COc1ccc(Nc2nc(-c3ccc4c(c3)NC(=O)CO4)cs2)cc1	0	?	1%	?	45µM*	-16%	6%	-26%	i
O=C(CNC(=O)c1ccc2c(c1)OCCO2)N/N=C/c1ccco1	-2	14%	-9%	-30%	/	-8%	-7%	0%	-6%
O=C(O)CCCNC(=O)c1cccc(C(=O)NCCCC(=O)O)n1	4	-2%	-9%	?	20µM*	3%	3%	?	-5%
NS(=O)(=O)c1ccc(NC(=O)c2cc(-c3cc(Cl)ccc3O)n[nH]2)cc1	-2	15%	-1%	-18%	45%	2%	9%	3%	-12%
COCCNC(=O)/C(C#N)=C/C(C)=C/c1ccccc1	14	45%[activator]	-5%	4%[57.1 µM]	5%[59 µM]	-6%	-1%	5%	15%
COc1ccc(-c2nn3c(-c4ccccc4C)nnc3c3ccccc23)cc1	5	41%[activator]	1%	-15%	6%[59 µM]	0%	0%	3%	i
CCn1cc(C(=O)N2CCN(c3cccc(C)c3C)CC2)c2cc(OC)c(OC)cc2c1=O	0	0%	0%	-25%	-29%[59 µM]	0%	2%	-31%	i
CC(=O)Nc1cc(NC(C)=O)cc(C(=O)OCC(=O)c2ccc3c(c2)NC(=O)CO3)c1	-3	21%	-3%	-8%	-41%	-6%	47%[activator]	10%	-10%
O=C(NCCOc1nc(N2CCCCC2)nc(N2CCCCC2)n1)Nc1ccccc1	5	22%	-5%	-12%	8%	0%	22%	5%	i
COc1ccc(C2(CNC(=O)c3cc([N+](=O)[O-])cc([N+](=O)[O-])c3)CCCC2)cc1OC	-1	5%	-13%	-31%	7%[59 µM]	-10%	-4%	?	-6%
Cc1ccc2nc(Nc3ccccc3)c(C=O)c(=O)n2c1	-1	42%[activator]	11%	3%	/	3%	6%	-12%	4%
CCN1CCN(C(=O)C(N)Cc2ccccc2)CC1 (stereo unspecified)	0	31%	-10%	-9%	-36%	1%	1%	-13%	0%
Cc1ccc(-c2nc3ccccc3o2)cc1NC(=O)c1cccc2c(Cl)cccc12	-2	4%	1%	-17%	-6%[59 µM]	-5%	1%	-15%	-2%
O=[N+]([O-])c1ccc2c(c1)C(=Nc1ccccc1)c1ccccc1-2	3	?	-7%	32µM*	/	-9%	-7%	/	6%
COc1ccccc1OCc1ccc(C(=O)NCCN(C)C)o1	11	26%	-2%	-3%	/	-3%	4%	4%	i
CCOc1ccccc1N(C)C(=O)c1sc2ncn(CC(=O)N3CCCCC3C)c(=O)c2c1C (stereo unspecified)	-1	14%	-8%	-6%	-9%	-9%	-6%	-8%	-2%
CCc1cccc(N(C(=O)c2csnn2)C(C(=O)NC2CCCC2)c2cccnc2)c1 (stereo unspecified)	-3	2%	11%	-5%	-4%	-15%	7%	-4%	-2%
CN1OC[C@@H]2CN(Cc3cc(Cl)cc(Cl)c3)[C@H](c3cccc(Br)c3)C[C@@H]21	1	40%[activator]	1%	-10%	/	-6%	11%	/	-3%
O=C(c1ccccc1Cc1ccccc1)N1CCN(S(=O)(=O)c2ccccc2F)CC1	-4	22%	1%	-16%	4%[59 µM]	0%	8%	-3%	i
Cc1nn(-c2ccccc2)c(Cl)c1C(=O)NCc1ccccc1F	2	-11%	-7%	15%	7%[59 µM]	-2%	13%	6%	2%
CCCCN1C(=O)C(=O)N(CC(=O)c2ccc3c(c2)CCCC3)C1=O	-1	17%	5%	-6%	9%[2.33 µM]	-2%	11%	2%	3%
Cc1ccc2c(c1)C(=O)C(=O)N2Cc1ccc(OCCC(C)C)cc1	19	-22%	0%	-24%	-32%[59 µM]	10%	-16%	?	i
Cc1cc(C)c[n+](C2=C([O-])c3ccccc3C(=O)/C2=N\S(=O)(=O)c2cccs2)c1	-9	18%	-2%	-13%	4%[59 µM]	0%	22%	-1%	-6%
COc1ccc(CCNC(=O)CCS(=O)(=O)Cc2ccccc2C)cc1OC	4	43%[activator]	15%	7%	7%	2%	-4%	-22%	-6%
O=[N+]([O-])c1ccc(Sc2nccn2Cc2ccccc2)c([N+](=O)[O-])c1	19	-33%	/	?	45µM*	1%	-9%	?	4%
Cc1cc(C)nc(Nc2ncc(O)n2-c2ccc(Br)cc2)n1	0	43%[activator]	6%	-3%	3%	-10%	5%	-17%	-1%
Cc1cccc(C)c1OCC(=O)NNC(=O)CNC(=O)c1ccc(OC(F)F)cc1	-1	17%	3%[15.4 µM]	-9%	3%[12.7 µM]	10%	0%	5%	11%
COc1ccc(-c2cc(C(=O)N3CCN(c4ccccc4OC)CC3)no2)cc1	1	-4%	4%	-17%	49%	20%	0%	5%	6%
CN(C)CCCNC(=O)/C(=C\c1ccc(-c2ccc(Br)cc2)o1)NC(=O)c1ccccc1	0	-18%	0%	?	?	2%	13%	-7%	i
Oc1[nH]c(N=C2N=c3ccccc3=N2)c2ccccc12	-1	20%	-1%	-22%	71%[activator]	0%	?	0%	-10%
CN(C)S(=O)(=O)c1cccc(C(=O)OCC(=O)c2ccc3c(c2)NC(=O)CO3)c1	-12	10%	/	-12%	-4%	1%	-8%	-16%	/
COc1ccc(-c2cc(C(=O)O)nc3ccc4ccccc4c23)cc1OC	-2	25%	4%	-1%	-42%	2%	3%	-13%	-8%
O=C(Nc1ccc(S(=O)(=O)N2CCCc3ccccc32)cc1)C1CCCO1 (stereo unspecified)	-5	7%	6%	-25%	45µM*	-10%	-7%	4%	-12%
Cn1c2c(c(=O)n(C)c1=O)C(C(F)(F)F)(C(F)(F)F)N=C(c1ccccc1Cl)N2	-3	-3%	8%	-11%	?	-18%	-1%	6%	-3%
O=C(CCn1c(=O)c2cccn2c2ccc(F)cc21)NCc1cccc(F)c1	6	54%[activator]	6%	-14%	-15%	-21%	9%	-3%	-9%
COc1ccc(C(=O)Nc2nc(C)cc(C)n2)cc1	2	4%	-9%	-13%	?	4%	4%	-3%	-7%
COc1ccc(CCNC(=O)Cc2ccc(NC(=O)N3CCSc4ncccc43)cc2)cc1OC	-5	33%	0%	4%	-10%[59 µM]	-11%	-5%	-14%	6%
